# High-throughput results (PubChem)
# iPSC survival up: enhancers of human iPSC single-cell survival; hiPSC single-cell survival, ATPlite luminescence; 100% = ROCK inhibitor wells, 0% = DMSO; 360,000 tested, 0.044% active; survival enhancement, % at 20 µM; AID 602274; in the data active = survival enhancement above about 18%;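 also: cells exposed to compounds for 16 hours before the ATP read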
# aDG glyco act: increases alpha dystroglycan glycosylation; Pro5-aDG cells, alpha-DG glycosylation AlphaScreen (IIH6); 0% Pro5, 100% B10-LARGE cell signal; activation, % at 10 µM; 360,000 tested, 0.22% active; AID 624168;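 active = activation of at least 8% versus controls, or a plate z-score of at least 8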;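 also: Pro5 are CHO cells carrying HIG-tagged alpha-DG that lacks glycosylation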
# TWEAK-Fn14 inh: inhibitors of TWEAK-Fn14 interaction signaling | TWEAK-stimulated Fn14 reporter cells, luciferase luminescence, 8 h | 360,000 tested, 2% active | inhibition, % at 10 µM | AID 1159606; in the data active = inhibition above about 50%
# KKLEB cytotox: CF airway cell cytotoxicity counter-screen | KKLEB CF airway cells viability, ATPlite luminescence, overnight; active compounds read low; cells stimulated with P. aeruginosa culture filtrate | activity change (cytotoxicity), % at 5 µM | AID 602141 | 360,000 tested, 0.36% active;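 active = corrected activity change at or below -50% at 5 µM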
# CF NFkB inh: blocks PAF-induced NF-kB reporter in cystic fibrosis cells. KKLEB NF-kB-GFP reporter, GFP fluorescence overnight. inhibition, % at 5 µM. 360,000 tested, 0.86% active. AID 588850;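 active = at least 50% inhibition at 5 µM, scaled per plate between neutral and stimulator controls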;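 also: PAF is a Pseudomonas aeruginosa culture filtrate used as stimulus; plate controls were PAF-stimulated DMSO wells for no effect and unstimulated DMSO wells for full effect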
# TRPM1 prom inh: inhibitors of MITF-driven TRPM1 promoter in melanoma cells; AID 488899; SK-MEL-5 TRPM1 promoter luciferase, 24 h; 330,000 tested, 0.83% active; inhibition, % at 12.5 µM;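 active = mean inhibition across replicates of 60% or more, whatever share of single replicates reaches that level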; also: values of inactives mirror those of a sister screen read the other way
# NR2E3 ag-1: agonists of human NR2E3 nuclear receptor; Q9Y5X4; 360,000 tested, 0.35% active; CHO-S Gal4-NCOR/VP16-NR2E3 two-hybrid, luciferase; AID 602229; inhibition of corepressor binding, % at 3.98 µM;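 active = inhibition above the mean of all tested compounds plus 3 SD, cut at about 70% in these data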;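 also: 0% = DMSO with NR2E3 transfected cells and 100% = cells lacking NR2E3 construct; higher means lower luciferase signal from less NR2E3 corepressor binding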
# Target sequence (Q9Y5X4 whole entry, looked up, the tested form may be a part): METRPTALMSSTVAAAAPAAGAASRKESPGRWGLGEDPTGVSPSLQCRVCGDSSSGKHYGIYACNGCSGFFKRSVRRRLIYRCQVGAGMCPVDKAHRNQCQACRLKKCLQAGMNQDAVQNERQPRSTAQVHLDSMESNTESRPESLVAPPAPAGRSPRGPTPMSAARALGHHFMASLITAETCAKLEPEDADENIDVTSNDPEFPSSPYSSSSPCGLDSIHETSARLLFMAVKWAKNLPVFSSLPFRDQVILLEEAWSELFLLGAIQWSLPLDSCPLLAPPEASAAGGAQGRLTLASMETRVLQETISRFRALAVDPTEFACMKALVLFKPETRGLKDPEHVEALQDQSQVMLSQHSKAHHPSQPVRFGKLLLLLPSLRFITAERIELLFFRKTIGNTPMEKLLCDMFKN
# HIF-2a block: blocks HIF-2a reporter activity. 786-0 RCC cells HIF-2a reporter, luciferase luminescence, overnight. inhibition, % at 18.8 µM. 360,000 tested, 0.72% active. AID 624352;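 active = inhibition of the luminescence signal of 40% or more relative to plate controls, in a single-dose primary screen at 18.75 µM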
# Peg3 promoter: reduces Peg3 promoter-driven luciferase expression in HeLa; HeLa PEG-Prom luciferase reporter, luminescence, overnight; inhibition, % at 20 µM; 360,000 tested, 1.7% active;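 active = inhibition of at least 50% at 20 µM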
# NR2E3 ag-2: agonists of human nuclear receptor NR2E3. Q9Y5X4. GST-NR2E3/biotin-RetCOR TR-FRET, 1536-well. inhibition of corepressor binding, % at 4.78 µM. 320,000 tested, 0.12% active. AID 2300;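 active = percent inhibition above the cutoff of mean plus 3 SD of all tested compounds, set per screening campaign, cut at about 20% in these data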;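 also: 0% = DMSO wells and 100% = biotin wells as full block of FRET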
#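 System: GST-NR2E3 and biotin-RetCOR proteins; probe or stimulus: 7 nM biotin-RetCOR; doses: compound at 4.8 µM, single dose; schedule: Compound–protein incubation for 5 h at 4 °C; detection: time-resolved FRET; read-out: percent inhibition; controls: biotin wells as high control, 0.6% DMSO wells as low control; format: 1536-well plates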
# Shn3 inh set2: reduces Shn3 3'UTR luciferase signal in osteoblasts; Clone20 osteoblast Shn3 3'UTR firefly luciferase, 24 h; inhibition, % at 12.5 µM; 360,000 tested, 0.52% active; AID 588674;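 active = mean inhibition of at least 75% with every replicate also reaching 75%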;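 also: 0% = median of neutral control wells and 100% = pilot-screen positive control compound; some compounds past the cut are filed as inactive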
# Numbers without * were called inactive; nt = not tested or not shown.
# Each structure is followed by: CF NFkB inh, aDG glyco act, NR2E3 ag-2, Shn3 inh set2, TWEAK-Fn14 inh, iPSC survival up, TRPM1 prom inh, KKLEB cytotox, Peg3 promoter, HIF-2a block, NR2E3 ag-1
> CS(=O)(=O)Nc1ccc(C2=NN(C(=O)C3CCCCC3)C(c3cccs3)C2)cc1 (stereo not drawn)
  -8, 0.7, -3, 8, 18, -1.8, 3, 4, 22, 7, -4
> CC(C)Cc1nc2sc3c(=O)n(N)cnc3c2c2c1COC(C)(C)C2
  26, -0.4, 0, -17, -8, 1.5, -11, -14, 16, 3, -16
> O=C(NCc1ccccc1F)C1CCCN1S(=O)(=O)c1ccc(F)cc1 (stereo not drawn)
  -7, 0.0, 4, -13, 15, -0.7, 3, 2, 24, 25, 3
> O=C(CSCc1ccccc1Br)Nc1ccccc1
  -4, 0.0, 0, -29, -28, -0.3, nt, -7, -103, -150, -13
> Cc1csc(SCCn2c(N3CCN(c4ccccc4)CC3)nc3c2c(=O)[nH]c(=O)n3C)n1
  0, -0.3, -1, 7, 3, -2.0, 4, -9, 22, 14, 13
> O=C(N/C(=C/c1ccco1)C(=O)N1CCOCC1)c1cccs1
  -6, -0.2, -3, -9, 4, -0.9, -4, 0, 5, 6, -15
> CC(=NNC(=O)COc1cccc(C)c1)c1cccnc1
  0, -0.1, nt, -19, -8, -0.1, -4, -6, -17, -29, 10
> CCc1nc(Sc2nnnn2-c2ccccc2)c2c3c(sc2n1)CCCC3
  59*, 0.6, 2, -1, 93*, 2.4, 4, -19, 60*, 34, -19
> O=C(c1cnn(C(=O)c2ccco2)c1)c1ccccc1O
  14, 0.0, nt, 2, 2, 1.0, -8, 8, -9, 4, -38
> Oc1ccccc1N=Cc1sc2ccccc2c1Cl
  13, 3.5, -1, 3, 4, -0.8, 6, -8, -2, -30, 34
> O=C(Oc1ccc(N(Cc2cccs2)C2=NS(=O)(=O)c3ccccc32)cc1)c1ccccc1F
  12, -0.4, 0, -8, -17, 9.8, 6, 3, 5, -34, -12
> Cn1c(NCCCO)nc2ccccc21
  2, 0.1, -5, -20, -11, -2.3, 2, 4, 6, 3, -13
> c1ccc(N2CCN(c3ncnc4sc5c(c34)CCC5)CC2)cc1
  59*, 0.4, -1, 28, 59*, 2.5, -11, 5, 5, -2, -34
> C[C@H](NC(=O)C1CC(=O)N(c2ccc3c(c2)OCO3)C1)C(=O)NC1CCCCC1 (stereo partly drawn)
  -40, -0.3, 2, -5, -4, 0.0, 6, 5, 0, 8, -15
> CCCc1cc(=O)[nH]c2nnc(SCC(=O)Nc3nnc(CC)s3)n12
  24, -0.2, nt, -8, -15, -0.5, 0, -15, -1, 18, -28
> CC(=O)c1ccc(N2CCN(C(=O)/C=C/c3ccc(S(=O)(=O)N4CCOCC4)cc3)CC2)cc1
  -16, 0.3, 5, 31, 4, -0.1, 21, 8, 22, 7, -9
> N#CCc1ccc(NC(=O)c2ccc(CN3CCc4ccccc4C3)cc2)cc1
  8, 0.1, 1, 9, 6, -0.5, 7, 3, 1, -10, 8
> Cc1cc(C)n(CC(O)COCc2ccccc2)n1 (stereo not drawn)
  2, 0.0, -3, -9, 10, 0.2, 9, 2, -1, 19, 4
> Cc1ccc(OCC(=O)Oc2cccc(C)c2)cc1
  5, -0.1, 0, -7, 4, -0.7, nt, 19, 17, 8, -10
> CC(C)(C)NC(=O)COc1ccc(CNCc2cccs2)cc1
  10, 0.0, -1, -6, -14, 2.6, 2, -2, 4, 10, 3
> O=C(c1ccc(Cl)s1)N1CCOCC1
  0, -0.2, 0, -1, -2, 4.8, 13, 0, 3, 17, 27
> CCOC(=O)c1ccc(NC(=O)C(CC)(CC)C(=O)OCC)cc1
  4, 0.1, 9, -4, 0, -0.9, 8, -3, 13, 5, -16
> COc1ccccc1NS(=O)(=O)c1ccc(C(=O)NCCCN2CCOCC2)cc1
  -15, 5.0*, nt, 9, 0, 0.2, -4, 15, 7, -11, 15
> S=C1CC2CCCC(C2)N1 (stereo not drawn)
  -7, 0.0, nt, -2, 23, -1.3, -6, -3, -3, -1, -7
> Cc1cccc(-n2c(SCC(=O)NCC3CCCO3)nc3ccccc3c2=O)c1C (stereo not drawn)
  -23, 0.3, 5, 13, 12, -0.5, 10, 10, 15, 8, 2
> COc1cc(/C=N/NC(=O)c2cccnc2)ccc1OCC(=O)Nc1ccc(C)cc1
  -11, 0.2, -2, -17, -19, 0.4, -7, -20, -39, 1, -33
> Cc1cc(C(F)(F)F)nn1CC(=O)N(C)c1ccccc1
  1, -0.3, -1, -4, 11, 0.8, -5, 2, 10, 13, 4
> COc1ccc(CC(N)c2csc(NC(=O)Nc3ccccc3Oc3ccccc3)n2)cc1 (stereo not drawn)
  20, -0.8, nt, 15, -9, -4.2, nt, -16, 98*, 4, 18
> COc1ccc(-c2csc(NC(=O)C3=COCCO3)n2)cc1OC
  -4, 0.6, nt, -119, -47, -0.4, -70, -4, -231, -214, -33
> COC(=O)c1cn(C(=O)c2ccc(Br)o2)c2ccccc12
  -12, -0.1, 4, -2, 7, -1.8, 10, 7, 4, -21, -37
> COc1cccc(C2=NN(S(C)(=O)=O)C(c3cccs3)C2)c1 (stereo not drawn)
  -9, 0.1, 7, 22, -23, -1.7, -49, 0, -119, -149, -30
> CC(C)c1ccc(O)c(NC(=S)NC(=O)CCc2ccccc2)c1
  24, -0.2, 3, 18, 16, 0.8, -14, -4, -4, -31, -7
> Cc1nc(N2CCCC2)c2nnn(Cc3ccccc3Cl)c2n1
  -16, -0.2, 2, -26, -33, 1.2, 20, -21, 22, -8, 9
> COc1ccc2c(c1)c[n+](C)c1c3cc(OC)c(OC)cc3ccc21
  nt, 0.7, nt, nt, -43, -2.1, nt, nt, nt, -100, -47
> CCOc1cc(C(=O)NCCOC)cc(OCC)c1OCC
  -11, 0.1, 1, 2, 11, -2.8, 8, 8, -2, -3, -6
> CN(Cc1ccc(OC(F)F)cc1)C(=O)c1cccc(S(=O)(=O)N2CCN(Cc3ccccc3)CC2)c1
  11, 3.2, nt, 89*, 50, -0.4, 31, -19, 16, 13, 91*
> O=C(NCCc1ccc(Cl)cc1)C1=CC=CN2CCS(=O)(=O)N=C12
  -7, -0.1, -2, -7, 7, 0.0, -8, -9, -10, 1, -1
> Cc1nnc(NC(=O)C2CCN(S(=O)(=O)c3ccc(Cl)cc3)CC2)s1
  -21, -0.1, 2, 1, -3, 1.3, -5, 0, 3, 14, -5
> CC(=O)Nc1cccc(Oc2ncccc2[N+](=O)[O-])c1
  -6, 0.1, -1, -3, 4, -0.4, 2, 3, 0, 4, -17
> COc1ccc(S(=O)(=O)N(C)C[C@@H]2OCCCC[C@@H](C)Oc3ccc(NC(=O)NC(C)C)cc3C(=O)N([C@H](C)CO)C[C@@H]2C)cc1
  2, -0.2, nt, -5, -9, -4.3, nt, -2, -17, -5, 4
> O=C(O)CCCC(=O)NCc1ccccn1
  -2, -0.2, -3, 5, -1, -1.3, 1, 1, -6, 11, -15
> CN1CCc2nc(NC(=O)COc3ccc4ccccc4c3)sc2C1
  -28, -0.1, -1, -6, -48, -2.2, -7, 21, -5, 2, -19
> Cc1ccc(S(=O)(=O)N(C)c2ccc(OCC(=O)Nc3ccc(C(=O)N(C)C)cc3)cc2)cc1C
  8, -0.2, -2, 2, -6, -0.4, -3, -1, 16, 0, -2
> COC(=O)[C@]12CCCCC=C1N(Cc1ccccc1)C(=O)[C@H](CC(=O)NCCc1ccccc1OC)C2
  nt, 0.0, nt, nt, -3, -0.7, nt, nt, nt, -19, -21
> COc1ccc(-c2ccc([C@H]3[C@H]4C=CC[C@@H](C)[C@@H]4C(=O)N3Cc3ccccc3)c(F)c2)cc1
  7, -0.2, 5, 8, 1, 4.2, 1, -5, 8, 28, -18
> CCOC(=O)C1=C(CP(=O)(c2ccccc2)c2ccccc2)NC(=O)NC1c1ccc(OC)cc1 (stereo not drawn)
  6, -0.1, -2, 7, -13, -2.2, 10, 5, 4, 5, 0
> Cc1ccccc1NC(=O)C1Cc2ccccc2CN1C(=O)c1ccco1 (stereo not drawn)
  13, 0.0, 1, -76, -22, 0.3, -33, 3, -286, -241, -67
> O=C(c1ccc(S(=O)(=O)N2CCOCC2)cc1)N1CCc2ccccc2C1
  6, 0.2, 2, 5, 4, -0.1, 1, 6, 10, 4, 3
> CCN(CC(=O)NCc1cccs1)C(=O)/C=C/c1cc(OC)c(OC)c(OC)c1
  3, 0.2, nt, 4, -4, 0.4, -3, -10, 3, 16, -9
> COc1cc(OC)c(NC(=O)[C@@H]2CCC(=O)N2C2OC(=O)c3c2ccc(OC)c3OC)cc1Cl (stereo partly drawn)
  3, 0.3, -1, -1, 5, 1.0, -5, -30, 2, 5, -22
> COCCNC(=S)N(CCCO)Cc1cc2cc3c(cc2[nH]c1=O)OCCO3
  7, -0.1, 1, -15, -9, 0.3, 3, -14, 9, 15, -31
> Cc1ccccc1S(=O)(=O)NC(=O)C1(C)CCN1C(=O)Cc1ccccc1Cl (stereo not drawn)
  -13, -0.2, nt, 3, -2, -1.6, nt, -2, 0, 7, 8
> O=C(Nc1ccc(S(=O)(=O)N2CCOCC2)cc1)c1ccccc1
  -2, 0.0, -1, -3, 6, -0.9, -5, 8, 13, 19, 19
> Cc1cc(C)cc(NC(=O)C(OC(=O)c2ccc([N+](=O)[O-])o2)c2ccccc2)c1 (stereo not drawn)
  4, 0.3, 0, -13, 2, -0.8, -26, -11, -18, -59, -41
> COc1ccccc1N1CCN(C(=S)NC(=O)/C=C/c2ccc(F)cc2)CC1
  -20, 0.0, 3, -23, -15, -0.2, nt, 2, -78, -78, -15
> CC1(C(=O)NS(=O)(=O)c2ccc(Cl)cc2)CCN1C(=O)Cc1ccc(-c2ccccc2)cc1 (stereo not drawn)
  18, -0.2, nt, 54, -10, -1.0, nt, 8, 1, 6, 30
> Cc1ccc(C(=O)NCC(=O)OCC(=O)c2ccc(Cl)s2)cc1
  -5, -0.1, 0, 2, 1, -0.3, 6, 2, -17, -4, 5
> COc1ccc(-n2c(C)nc3cc(C(=O)NCCN4CCOCC4)ccc32)cc1
  -28, -0.1, 4, 16, 7, 0.1, -3, -2, 1, 3, -27
> Cc1csc(SCC(=O)Nc2ccc(F)cc2Cl)n1
  20, -0.2, nt, -11, 5, 6.7, 7, 3, -33, -68, 6
> COc1ccc(C(=O)Nc2ccc(Cl)cc2C(=O)NCCN2CCOCC2)cc1
  14, 0.2, -1, -8, -3, -1.3, -4, 5, 6, 9, 6
> COc1ccc(S(=O)(=O)N(C)C)cc1NC(C)C(=O)Nc1cccc(C#N)c1 (stereo not drawn)
  1, -0.2, 2, 4, -8, 1.0, 0, -1, -6, 16, 7
> N#Cc1ccc(CN2CCN(C(=O)CNC(=O)Cc3cccc4ccccc34)CC2)cc1
  5, 1.2, nt, 53, 6, 0.5, 27, -12, 10, 20, 12
> Cc1ccc(C)c(S(=O)(=O)NCC(c2ccc3c(c2)OCO3)N2CCOCC2)c1 (stereo not drawn)
  -8, -0.3, 5, -10, -7, -0.5, -10, 1, 30, 4, -13
